TNAP act DEA: human TNAP enzyme activators, primary screen, biochemical, luminescent, intermediate phosphate acceptor level; Alkaline phosphatase, tissue-nonspecific isozyme (Homo sapiens), P05186; 64,000 tested, under 10 active; purified TNAP, CDP-star luminescence, 100 mM DEA, 30 min; stronger effect = higher value; scale: 0 levamisole-inhibited, 1 vehicle-only enzyme; AID 813, 2007; activation factor at 20 µM;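 active means activation factor of at least 2 at 20 µM, relative to controls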
Target sequence (P05186 whole entry, looked up): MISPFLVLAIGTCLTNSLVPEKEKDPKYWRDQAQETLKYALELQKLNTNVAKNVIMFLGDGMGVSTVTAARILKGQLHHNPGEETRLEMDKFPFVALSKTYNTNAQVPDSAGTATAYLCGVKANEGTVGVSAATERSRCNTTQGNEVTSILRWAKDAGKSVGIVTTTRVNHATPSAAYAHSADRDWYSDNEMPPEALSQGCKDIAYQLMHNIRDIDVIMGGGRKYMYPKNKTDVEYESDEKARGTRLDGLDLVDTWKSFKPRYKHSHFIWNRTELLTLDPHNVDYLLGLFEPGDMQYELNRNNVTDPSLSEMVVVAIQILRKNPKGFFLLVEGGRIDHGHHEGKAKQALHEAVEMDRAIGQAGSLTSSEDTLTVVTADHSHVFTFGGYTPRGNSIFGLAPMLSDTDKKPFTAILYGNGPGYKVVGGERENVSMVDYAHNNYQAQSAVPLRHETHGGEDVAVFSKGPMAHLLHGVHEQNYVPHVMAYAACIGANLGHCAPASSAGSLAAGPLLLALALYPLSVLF
SF1 activator: activators of human SF-1, primary screen, cell-based, CHO-K1, Gal4-SF-1 LBD, luciferase luminescence; activation, % at 10 µM; 65,000 compounds, 1.9% hits; CHO-K1 Gal4-SF-1 LBD luciferase reporter; % increase over DMSO SF-1-specific signal;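 active means activation above the mean activation of all tested compounds plus 3 SD, cut at about 50% in these data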
Target sequence (Q13285 whole entry, looked up, the tested form may be a part): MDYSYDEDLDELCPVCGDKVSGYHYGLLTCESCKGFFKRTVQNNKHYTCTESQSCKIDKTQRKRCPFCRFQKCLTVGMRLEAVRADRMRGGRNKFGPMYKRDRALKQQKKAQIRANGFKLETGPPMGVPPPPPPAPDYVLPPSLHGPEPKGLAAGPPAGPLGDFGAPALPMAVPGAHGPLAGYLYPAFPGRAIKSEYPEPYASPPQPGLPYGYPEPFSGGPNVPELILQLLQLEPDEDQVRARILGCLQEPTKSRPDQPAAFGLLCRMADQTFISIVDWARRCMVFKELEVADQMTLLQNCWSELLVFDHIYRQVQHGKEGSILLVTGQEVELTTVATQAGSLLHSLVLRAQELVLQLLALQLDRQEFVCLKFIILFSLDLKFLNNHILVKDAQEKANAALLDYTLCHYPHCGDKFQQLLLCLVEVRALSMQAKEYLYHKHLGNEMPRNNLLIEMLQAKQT
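Test system: transient Gal4-SF-1 LBD reporter, CHO-K1; Amount: 4,000 CHO-K1 cells per well; Doses: 10 µM only; Timing: compound exposure 20 h at 37 °C; Signal: luciferase light emission; Read-out basis: percent activation relative to DMSO median and mock-transfected background; Control set: DMSO negative control and −SF1 background wells; Replicates: one test per compound.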
NADH enzymes: inhibitors of PK/LDH coupling enzymes, profiling panel, artefact control, biochemical, MLSMR library; 65,000 compounds, 0.02% hits; IC50, µM (doses to about 10 µM), for inactives: top-dose inhibition; coupled PK/LDH NADH assays, four targets;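 active means single-dose screening hits from any of four coupled enzyme assays that gave an IC50 when retested across doses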;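 further: the DPM-DC format reads NADH fluorescence rather than 340 nm absorbance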
HTR1A agonist: human 5-HT1a receptor agonists, primary screen, cell-based, CHO, Ga15 NFAT-bla reporter | 5-hydroxytryptamine receptor 1A (Homo sapiens), P08908 | CHO 5-HT1a Ga15 NFAT-bla reporter, FRET ratio; 0% basal, 100% maximal reference agonist | activation, % at 10 µM | 65,000 compounds, 0.56% hits;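 active means activation above the screen-wide mean activation plus 3 SD, cut at about 19% in these data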;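 further: 0% = DMSO wells and 100% = 5-CT at EC100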
RORA act: activators of orphan receptor RORA, primary screen, cell-based, luminescence | CHO-K1 Gal4-RORA LBD luciferase reporter; percent increase over mock-subtracted basal signal | activation, % at 10 µM | 65,000 compounds, 1.5% hits;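 active means activation above the mean of all tested compounds plus 3 SD, cut at about 49% in these data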;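 further: 0% = DMSO-treated RORA cells and 100% = added signal equal to DMSO minus mock-transfected cells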
MMP-13 inhibitor: human MMP13 inhibitors, primary screen, biochemical, FRET peptide cleavage; Collagenase 3 (Homo sapiens), P45452; MMP-13 fTHP FRET cleavage, Mca fluorescence; inhibition, % at 4 µM; AID 570, 2006; 65,000 compounds, 0.07% hits;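 active means inhibition above the mean of compound-free control plate wells plus 3 SD, cut at about 14% in these data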;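 further: 0% = DMSO wells and 100% = wells with reference MMP-13 inhibitor after basal subtraction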
Autofluor 339: intrinsic fluorescence of library compounds, ex339/em460 – biochemical, MLSMR library, data from DPM-DC assay, artefact control, profiling panel. AID 709, 2007. fluorescence fold increase at 10 µM. compound autofluorescence, ex339/em460 nm, NADH buffer; stronger effect = higher value; 1 = no-compound wells, NADH background. 65,000 compounds, 5.5% hits;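 active means at 10 µM, mean starting fluorescence two-fold or more over control wells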;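 further: signal is the first read of a kinetic run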
5HT1a antag: human 5-HT1a receptor antagonists, primary screen, cell-based, CHO, Ga15 NFAT-bla reporter; 62,000 compounds, 0.68% hits; AID 612, 2007; inhibition, % at 10 µM; 5-hydroxytryptamine receptor 1A (Homo sapiens), P08908; CHO 5-HT1a Ga15 NFAT-bla reporter, antagonist mode;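 active means inhibition above the mean of all tested compounds plus 3 SD, cut at about 43% in these data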;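 further: receptor stimulated by 5-CT agonist at 100 nM near EC80; beta-lactamase reporter measured by ratiometric fluorescence of a cleavable substrate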
Abs 340nm: compound light absorbance at 340 nm, profiling panel, artefact control, biochemical, MLSMR library, data from PS, PMK, MK assays; compound absorbance at 340 nm, fold over control; fold change at 10 µM; 65,000 tested, under 10 active;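 active means at 10 µM dose, initial 340 nm absorbance at least 2 fold that of control wells; inactive means change under 2 fold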;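 further: initial absorbance extrapolated from kinetic A340 decline of NADH oxidation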
Starred values were filed as active, the others as inactive; . = no result given; [ ] = another dose, or the depositor's remark.

nr	compound	TNAP act DEA	SF1 activator	NADH enzymes	HTR1A agonist	RORA act	MMP-13 inhibitor	Autofluor 339	5HT1a antag	Abs 340nm
1	O=C(NCc1ccco1)c1cccn2c(=O)c3sccc3nc12	0.9	-6	2%[fluoresces]	-0.9	-28	-16	2.5*	25	1.1
2	CC(C)(C)c1ccc(S(=O)(=O)n2c(CN3CCOCC3)nc3ccccc32)cc1	0.9	1	2%	0.2	21	4	1.1	2	1
3	COc1ccc(C2/C(=C(/O)c3ccccc3)C(=O)C(=O)N2CO)cc1 (configuration not stated)	0.9	-2	0%	-0.5	14	3	1.1	0	1.1
4	CC1(C)CC(=O)N(CC(=O)NCc2ccccc2)c2ccccc2S1(=O)=O	0.9	-4	2%	0.9	1	5	1.1	-1	1
5	Cn1cccc1C(=O)OCC(=O)c1cc2ccccc2o1	0.9	22	6%	-1.6	14	0	1.1	0	1.1
6	CCC(=O)Nc1c(C)cc(C)cc1Cl	0.9	-4	9%	0.6	-6	-6	1.1	2	1
7	O=c1cc(N2CCN(c3ccccc3)CC2)[nH]c(=O)n1C1CCCCC1	1	-52	6%	0.0	-46	-2	1.2	4	1
8	Cc1ccccc1N1C(=O)CC(Sc2nnc(-c3ccccc3)o2)C1=O (configuration not stated)	0.9	-8	6%	0.7	-4	-3	1.1	.	1
9	CN1CCN(C(=O)c2cnn3c(C(F)(F)F)cc(-c4ccc5c(c4)OCO5)nc23)CC1	0.9	1	8%	1.6	-7	-5	1.1	4	1.1
10	CC(=O)c1cccc(NC(=O)N2CCCC2C(=O)Nc2ccccc2C)c1 (configuration not stated)	0.9	-17	6%	-2.0	4	-2	1.1	-6	0.99
11	O=C(c1c[nH]c2ccc(S(=O)(=O)N3CCOCC3)cc2c1=O)N1CCN(c2ccccn2)CC1	0.9	-4	9%	-0.7	-18	1	1.4	10	1.1
12	COc1cc(S(=O)(=O)NCC2COCCO2)ccc1-n1cnnn1 (configuration not stated)	0.9	-12	3%	-4.5	-12	4	1.1	-9	1
13	Cc1ccc(C)c(NC(=O)CCn2nc(C)cc2C)c1	1	-14	5%	0.6	-19	3	1.1	-2	0.98
14	COc1ccc(-c2nc(SC)n(C)c(=O)c2C#N)cc1OC	0.9	-23	5%	1.6	-11	-5	1.4	-18	1.2
15	COc1ccc(CCNC(=O)CN2C(=O)c3ccccc3S2(=O)=O)cc1	.	4	2%	0.6	-9	3	1.1	-6	1
16	COc1ccc(OC)c(NC(=O)C2=C(C)Nc3ncnn3C2c2cccs2)c1 (configuration not stated)	0.9	-20	3%	-1.9	2	0	1.1	8	1
17	COc1ccc(C2(C(=O)NCCCN(C)C)CCOCC2)cc1	1	11	1%	1.5	-12	-1	1.1	-8	1
18	CC(=O)c1sc(-c2c(C)nc3sccn23)nc1C1CCCC1	0.9	-13	11%	-2.5	2	-6	1.5	3	1
19	CCOC(=O)C1C(=O)NC(N2CCOCC2)=NC1C(C)C (configuration not stated)	0.9	3	7%	0.4	12	-6	1.1	-12	1
20	Cc1[nH]c2ccccc2c1CC(=O)O	0.9	9	2%	-5.0	-5	5	1.1	13	1
21	Cc1ccc(NS(=O)(=O)c2cccc(C(=O)N3CCOCC3)c2)cc1	1	-10	11%	-1.3	4	3	1.1	6	0.99
22	CC1C2CC(C(CN(C)C)/C2=N/O)C1(C)C (configuration not stated)	0.9	-12	6%	-2.6	2	4	1	-4	1
23	CSC(=NC1CCCCC1)NS(=O)(=O)c1ccccc1	1	-9	2%	0.1	-4	5	1.1	7	1
24	CCOc1cc(-c2cc(N)n[nH]2)cc(OCC)c1OCC	1	-8	1%	-1.0	-9	-11	1.1	-4	1
25	Cc1ccc2cc3cc(C(=O)N4CC(C)CC(C)C4)oc3nc2c1 (configuration not stated)	0.9	40	4%	-0.7	17	-3	1.2	0	1
26	N#CC(C(=O)NC1CCCCC1)c1nc2ccccc2nc1N1CCCCC1 (configuration not stated)	0.9	-3	55%	-2.1	-10	-1	1.8	-16	1.1
27	COc1ccc(OC)c(NC(=O)C2CCCN2C(=O)OCc2ccccc2)c1 (configuration not stated)	.	-5	3%	-0.9	-8	5	1.1	-4	1
28	CCC(=O)O[C@]1(C(=O)CCl)[C@@H](C)C[C@H]2[C@@H]3CCC4=CC(=O)C=C[C@]4(C)[C@@]3(F)[C@@H](O)C[C@@]21C	0.9	-18	2%	3.4	-7	-7	1	.	0.98
29	CCn1cc(CNC(=O)CCc2ccc(OC)cc2)cn1	0.9	-11	5%	-2.3	21	4	1.1	-2	1
30	O=C(O)CCCCCNc1nc2ncn(Cc3ccccc3)c2c(=O)[nH]1	0.9	5	5%	0.2	-6	-5	0.98	-6	1

Next section:
nr	compound	TNAP act DEA	SF1 activator	NADH enzymes	HTR1A agonist	RORA act	MMP-13 inhibitor	Autofluor 339	5HT1a antag	Abs 340nm
31	CCC(C)(C)n1nnnc1C(C(C)C)N(CCCO)Cc1cc2cc(C)ccc2[nH]c1=O (configuration not stated)	0.9	-13	6%	0.2	-9	-4	1.1	7	1.1
32	CC(c1ccccc1)n1c(NCCCn2ccnc2)nc2c1c(=O)[nH]c(=O)n2C (configuration not stated)	1	-7	2%	-3.4	5	-2	1.1	8	1
33	O=C(O)C1C2C=CC(O2)C1C(=O)Nc1ccc(S(=O)(=O)Nc2ccccc2)cc1 (configuration not stated)	0.9	-5	5%	-0.9	-19	-6	1.1	-7	1
34	CCN1CCN(c2ncnc3c2cnn3-c2ccc(C)cc2C)CC1	0.9	12	3%	1.4	19	-4	1	0	1
35	O=C(Cn1c(=O)n(-c2ccc(F)cc2)c(=O)c2sccc21)N1CCCC1	0.9	4	7%	-1.2	20	-1	1.1	-2	0.99
36	O=S(=O)(c1cccc2cccnc12)N1CCc2ccccc21	0.9	-16	4%	-1.6	-2	-4	1.1	10	1
37	Cc1ccc(N2CC(C(=O)NCCc3ccc(S(N)(=O)=O)cc3)CC2=O)cc1 (configuration not stated)	1	-10	5%	-2.2	-4	2	1.1	5	0.99
38	COc1ccc(-c2nnc(NC(=O)c3ccc(S(=O)(=O)N4CCc5ccccc5C4)cc3)o2)cc1	0.9	7	9%	-3.1	13	-11	3.1*	11	1.1
39	Cn1cccc1C(=O)Nc1nccs1	1	20	5%	-2.2	12	4	1.1	22	1
40	CCOc1ccccc1C(=O)NCc1ccc2c(c1)OCO2	0.9	-3	3%	0.9	-8	3	1	21	0.97
41	CCn1cc(C(C)(C)C)c(C#N)c1NC(C)=O	1.1	7	6%	3.1	-16	1	1.1	12	1
42	CCc1nnc(NC(=O)CSc2nnc(Cc3cccn3C)n2CCOC)s1	1	26	5%	-4.0	4	2	1.1	-9	1
43	O=C(Cn1c(-c2cncs2)nc2ccccc21)NC1CCCC1	0.9	3	2%	-2.6	-20	-3	1.1	-2	0.97
44	Nc1cc(C(=O)N2CCCC2)cc(C(=O)N2CCCC2)c1	0.9	10	2%	-4.4	-9	-5	1.4	2	1
45	Cn1c(Cc2csc(N)n2)nnc1SCC(=O)NCc1ccccc1	0.9	-3	6%	3.5	-13	1	1	-18	0.98
46	COc1ccc(CCn2c(-c3ccco3)nc3oc4ccccc4c(=O)c3c2=O)cc1	0.9	-4	5%	-2.0	-18	3	1.1	-5	1.2
47	c1ccc(N2CC[N+]3(CCCC3)CC2)nc1	0.9	-5	8%	-2.4	-14	-6	1.1	-1	1
48	Cc1ccc2[nH]c(=O)c(CN(CCCN3CCOCC3)C(=O)NC3CCCCC3)cc2c1	1	15	3%	-2.1	13	-4	1.6	-2	1
49	C=CCn1c(SCC(=O)Nc2ccc3c(c2)OCCO3)nnc1-c1ccco1	1	0	2%	-3.3	-18	3	1.1	-19	1
50	CC(C)OC(=O)CSc1ncnc2c1cnn2Cc1ccccc1	1	-12	3%	-2.1	-17	-9	1.1	-5	1.1
51	CCSCCNC(=O)c1cc(-n2cnnc2)ccc1Cl	0.8	-10	3%	-2.4	-12	2	0.99	4	0.98
52	O=c1cc(Nc2ccc3c(c2)OCCO3)[nH]c(=O)n1C1CCCCC1	.	29	5%	-3.0	48	-1	1	18	1
53	CCOC(=O)C1CCN(C(=O)C2CCN(S(=O)(=O)c3c(C)noc3C)CC2)CC1	1	-4	4%	15	2	2	1.1	-4	1
54	O=C(CN1CCC(n2nnc3cc(F)ccc32)CC1)NC1CCCCC1	0.9	10	7%	1.4	-11	-6	1	-3	1
55	CC(C)(C)NC(=O)CSc1ncnc2c1nnn2Cc1ccccc1Cl	0.9	-25	13%	-0.9	-21	1	1.1	0	1
56	CN(C)S(=O)(=O)c1cccc(CSc2cccc[n+]2[O-])c1	1	-4	0%	-2.2	-13	-4	1.1	-5	1
57	Cc1ccc(S(=O)(=O)Cc2csc(N)n2)cc1	0.9	-4	7%	-0.5	-33	-1	1.1	2	0.98
58	O=C(NCc1ccc2c(c1)OCO2)C1CCN(Cc2cnn(-c3ccccc3)c2-n2cccc2)CC1	1	3	7%	0.2	46	4	1.1	-4	1
59	CC(C)(C)SCCNC(=O)CN(c1ccc(F)cc1)S(C)(=O)=O	0.9	8	1%	-1.6	9	-3	1.1	-6	1.1
60	O=C(NCc1ccco1)C1(S(=O)(=O)c2ccc(Cl)cc2)CC1	0.9	-7	2%	-2.4	-5	1	1.1	-4	1

3 compounds already listed, ordered by the value under TNAP act DEA, low to high:
| entry | smiles | TNAP act DEA |
| --- | --- | --- |
| 51 | CCSCCNC(=O)c1cc(-n2cnnc2)ccc1Cl | 0.8 |
| 57 | Cc1ccc(S(=O)(=O)Cc2csc(N)n2)cc1 | 0.9 |
| 50 | CC(C)OC(=O)CSc1ncnc2c1cnn2Cc1ccccc1 | 1 |

Other results follow.
nr	compound	TNAP act DEA	SF1 activator	NADH enzymes	HTR1A agonist	RORA act	MMP-13 inhibitor	Autofluor 339	5HT1a antag	Abs 340nm
61	COC(=O)c1cc(NC(=O)CN2C(=O)CSC2=O)ccc1Cl	1	6	3%	-2.7	13	4	1.1	-10	1
62	O=C(CC1Oc2ccccc2NC1=O)NCCc1ccccc1 (configuration not stated)	0.9	5	5%	49*	-6	-8	1.1	8	1.1
63	CS(=O)(=O)N(CCc1ccccc1)CC(=O)NCc1ccc2c(c1)OCO2	0.9	-12	6%	-2.4	1	0	1.1	3	1
64	O=C(O)CC(NC(=O)c1ccccc1NC(=O)c1ccccc1)C(=O)O (configuration not stated)	0.9	-2	3%	-4.1	-9	3	1	8	1.1
65	O=C(NCc1ccccc1)c1cccc(S(=O)(=O)N2CCOCC2)c1	0.8	.	6%	.	.	.	0.9	.	1
66	Cn1c(Cc2ccccc2)nnc1SCC(=O)NC1CCCCC1	0.8	-15	9%	-2.2	-22	-1	1	14	0.99
67	COc1ccccc1-n1nc(C(=O)NCc2ccco2)c2ccccc2c1=O	1	0	10%	-4.9	-32	-2	0.79	4	1
68	COc1ccc(C2N(c3cc(Cl)ccc3OC)C(=O)C3CCCN32)c(OC)c1 (configuration not stated)	1	-6	3%	-1.2	2	0	1.1	7	1
69	O=C(Nc1cnccn1)c1cccc(C(F)(F)F)c1	1	-3	5%	0.1	-9	4	1.1	-13	1
